# EPAC1 antag = qHTS for Antagonist of cAMP-regulated guanine nucleotide exchange factor 3 (EPAC1): primary screen. Potency, µM (series often up to 115 µM), for inactives: at the top dose activity change, negative = inhibition, hits mostly inhibitors. hit rate 0.14% among 360,000. Rap guanine nucleotide exchange factor 3 (Homo sapiens), O95398. EPAC1 GEF assay, Rap1b-BODIPY-GDP exchange fluorescence;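 note: potency is the fitted concentration of half-maximal effect; plate controls were vehicle for no effect and positive control for full effect; nearly all actives have a fitted effect of over 50% in size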
# FUS suppressor = qHTS for Suppressors of FUS Proteinopathy: Primary screen using FUS-linked yeast assay; Potency, µM (titrated, usually from 76.6 µM), without a hit: at the highest dose growth rescue (activation), actives largely listed as activators; hit rate 0.24% among 390,000; S. cerevisiae FUS-expressing, growth rescue, OD600, 24 h; AID 1347120, 2019;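 note: potency is the fitted concentration of half-maximal effect; plate controls were DMSO vehicle for no effect and reference control for full effect; nearly all actives have a fitted effect of over 55% in size; some results filed as inactive show a strong effect at the top dose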
#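 S. cerevisiae expressing FUS from galactose induction served as the toxicity model. Growth after 24hr at 30C, read as absorbance at 600 nm, indicates suppression of toxicity; compounds dosed at several concentrations.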
# IL-2 act = qHTS of IL-2 Activators; IL-2 activation reporter assay, cell-based qHTS; stimulated with anti-CD3/CD4/CD28 beads; in transgenic mouse T cells; activation, % (series mostly up to about 46 µM); hit rate 0.065% among 360,000; in the data active = activation above about 50%; inconclusive = mostly about 30% to 49%; note: 0% is about no effect
#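 Screening format: compound pinned onto unstimulated transgenic mouse T cells, 60 min incubation, then anti-CD3/anti-CD4/anti-CD28 bead stimulation for 18 hours at 37 degrees C, followed by EGFP and DsRed detection.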
# EPAC1 ag = qHTS for Agonist of cAMP-regulated guanine nucleotide exchange factor 3 (EPAC1): primary screen; Potency, µM (series often up to 154 µM), inactives show top-dose activation, most hits filed as activators; EPAC1 agonist qHTS, biochemical assay; response scale: 100% = response to 6.5 mM cAMP; hit rate 0.073% among 360,000; note: potency is the fitted concentration of half-maximal effect; nearly all actives have a fitted effect of over 60% in size
#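 EPAC1 100 nM, Rap1B–BODIPY-GDP 250 nM, unlabeled GDP 50 uM; compound titration; 5 min RT; kinetic read ex480/em540 at 5-min intervals ×30 min; data normalized to 6.5 mM cAMP agonist control.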
# aSyn yeast inh = qHTS of alpha-syn Inhibitors | hit rate 0.14% among 370,000 | Yeast expressing alpha-synuclein, growth rescue, BacTiter-Glo, 24 h | AID 652106, 2013 | Potency, µM (doses to about 46.1 µM), inactives show at the top dose growth rescue (activation), most hits filed as activators; note: potency is the fitted concentration of half-maximal effect; % of control where 0% means no effect; nearly all actives have a fitted effect of over 65% in size
#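 Rescue of yeast growth: cells expressing toxic alpha-synuclein, induced in galactose at OD600 0.02, incubated with compound 24 h at 30 C. ATP luminescence quantified growth; inhibitors of toxicity appear as activators.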
# PI5P4K alpha inh = qHTS for Inhibitors of phosphatidylinositol 5-phosphate 4-kinase (PI5P4K) | Phosphatidylinositol 5-phosphate 4-kinase type-2 alpha (Homo sapiens), P48426 | PI5P4Kalpha enzyme, ADP-Glo luminescence, 60 min; stronger effect = lower value | max response, % | hit rate 1.2% among 330,000 | AID 652105, 2013; active = max response of -50% or lower; inconclusive = between -30% and -50%; inactive = -30% or higher; note: value at the top dose of about 77 µM; % is set by controls: 0 for no effect and ±100 for the full control effect
#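 Reactions run in 0.038 M HEPES pH 7.4, 0.28 mM EGTA, 0.1% CHAPS and 5% DMSO, with PI5P4Kalpha, substrate, compound and 5 microM ATP final, one hour at room temperature. Readout is ADP-Glo luminescence.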
# Abeta rescue = qHTS for compounds that reverse cellular toxicity of Amyloid beta (A-beta) peptide in yeast: Primary Screen; yeast expressing A-beta42, growth rescue, OD600, 48 h; response scale: 0% DMSO, 100% iron-clioquinol control; Potency, µM (highest dose often 46.1 µM), for inactives: at the top dose growth rescue, usual class: activators; hit rate 0.063% among 410,000; AID 1347071, 2019; note: potency is the fitted concentration of half-maximal effect; nearly all actives have a fitted effect of over 55% in size
#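 Yeast growth medium received pinned compounds, then yeast cells expressing toxic A-beta were added; plates incubated at 30 C for 48 hr. Growth read as absorbance at 600 nm, normalized to DMSO and equimolar FeCl3 plus clioquinol controls.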
# PLK1 PBD inh = qHTS for Inhibitors of PLK1-PDB (polo-like kinase 1 - polo-box domain): Primary Screen. Serine/threonine-protein kinase PLK1 (Homo sapiens), P53350. Plk1 PBD binding of FITC phosphopeptide, fluorescence polarization. Potency, µM, inactives show max response, negative = inhibition, most hits filed as inhibitors. hit rate 2.8% among 360,000; note: potency is the fitted concentration of half-maximal effect; series mostly up to about 57 µM; % is set by controls: 0 for no effect and ±100 for the full control effect; nearly all actives have a fitted effect of over 65% in size
# WRN inhibitor = qHTS for Inhibitors of WRN Helicase | Bifunctional 3'-5' exonuclease/ATP-dependent helicase WRN (Homo sapiens), Q14191 | WRN helicase unwinding, fluorescent forked duplex, kinetic | Potency, µM (doses to about 114 µM), for the others: top-dose activity change, negative = inhibition, most hits filed as inhibitors | hit rate 0.46% among 360,000; note: potency is the fitted concentration of half-maximal effect; % is set by controls: 0 for no effect and ±100 for the full control effect; nearly all actives have a fitted effect of over 55% in size
# Target sequence (Q14191 whole entry, looked up): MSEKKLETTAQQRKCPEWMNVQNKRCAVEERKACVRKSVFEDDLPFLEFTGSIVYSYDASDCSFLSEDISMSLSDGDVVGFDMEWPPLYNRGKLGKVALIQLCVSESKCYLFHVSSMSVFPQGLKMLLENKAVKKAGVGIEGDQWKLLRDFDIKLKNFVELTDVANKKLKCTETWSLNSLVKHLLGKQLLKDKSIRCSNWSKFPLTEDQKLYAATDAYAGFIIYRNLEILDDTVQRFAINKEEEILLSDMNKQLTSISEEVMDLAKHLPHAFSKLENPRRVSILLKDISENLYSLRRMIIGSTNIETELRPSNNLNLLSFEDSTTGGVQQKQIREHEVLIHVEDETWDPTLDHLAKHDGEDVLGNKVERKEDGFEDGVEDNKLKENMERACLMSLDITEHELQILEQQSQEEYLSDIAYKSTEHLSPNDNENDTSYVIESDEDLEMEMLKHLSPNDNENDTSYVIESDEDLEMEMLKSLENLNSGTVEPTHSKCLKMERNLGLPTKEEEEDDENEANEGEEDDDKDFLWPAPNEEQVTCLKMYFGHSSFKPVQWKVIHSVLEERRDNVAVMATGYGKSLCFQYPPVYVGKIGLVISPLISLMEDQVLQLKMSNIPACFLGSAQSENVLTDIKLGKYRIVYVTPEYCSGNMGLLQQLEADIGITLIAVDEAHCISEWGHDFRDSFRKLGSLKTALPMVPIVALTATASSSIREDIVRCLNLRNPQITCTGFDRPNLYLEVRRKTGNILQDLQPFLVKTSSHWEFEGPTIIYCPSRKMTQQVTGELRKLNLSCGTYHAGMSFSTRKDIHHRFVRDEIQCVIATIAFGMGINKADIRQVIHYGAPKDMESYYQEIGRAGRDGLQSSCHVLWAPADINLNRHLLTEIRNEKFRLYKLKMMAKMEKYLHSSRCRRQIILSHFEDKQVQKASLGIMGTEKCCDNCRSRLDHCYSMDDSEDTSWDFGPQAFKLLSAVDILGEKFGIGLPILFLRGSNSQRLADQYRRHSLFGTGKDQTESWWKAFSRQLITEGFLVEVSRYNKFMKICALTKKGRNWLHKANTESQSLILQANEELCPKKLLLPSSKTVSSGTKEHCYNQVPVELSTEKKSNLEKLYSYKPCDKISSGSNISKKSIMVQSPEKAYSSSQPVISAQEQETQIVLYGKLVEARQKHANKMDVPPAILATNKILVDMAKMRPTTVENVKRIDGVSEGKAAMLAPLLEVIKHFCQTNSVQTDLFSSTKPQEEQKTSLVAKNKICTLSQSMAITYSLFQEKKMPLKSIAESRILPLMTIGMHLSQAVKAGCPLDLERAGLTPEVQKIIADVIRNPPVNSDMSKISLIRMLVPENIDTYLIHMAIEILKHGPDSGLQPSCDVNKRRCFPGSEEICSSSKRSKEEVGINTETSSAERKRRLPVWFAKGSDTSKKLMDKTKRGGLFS
#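 WRN at 20 nM final was preincubated with compound for 15 min at room temperature; reaction started with 100 nM forked duplex oligonucleotide carrying fluorophore and quencher plus 2 mM ATP (final). Unwinding followed kinetically by red fluorescence (ex 525/em 598 nm).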
# Starred values were filed as active, the others as inactive; ? = inconclusive; · = not tested or not shown; [ ] = another dose, or the depositor's remark. Unless noted, calls come from the whole dose curve; as a rule, active = well fitted curve in the direction sought with a large enough effect; inconclusive = small, poorly fitted or top-dose-only effect, or another doubt; inactive = no such curve, though single readings can be large; an effect the other way counts as inactive or inconclusive.
# Start of the data: the first 3 compounds, to show the layout:
SMILES,EPAC1 antag,FUS suppressor,IL-2 act,EPAC1 ag,aSyn yeast inh,PI5P4K alpha inh,Abeta rescue,PLK1 PBD inh,WRN inhibitor
O=S(=O)(c1ccccc1)n1c(C(O)c2ccccn2)cc2ccccc21 (stereo not drawn),-1%,28%,0.0,-12%,8%,11,20%,4%,-27%[57.1 µM]
COc1ccc(-n2c(=O)/c(=C\c3cccs3)s/c2=C(/C#N)C(=O)N2CCN(C)CC2)cc1,-11%,16%,9.1,-6%,0%,0,-7%,-16%,2%
CN(C)S(=O)(=O)Oc1cccc(C(=O)Nc2ccc(Cl)cc2)c1,3%,14%,-5.1,11%,-19%,0,-9%,2%,1%

# The listing (from the top)
SMILES,EPAC1 antag,FUS suppressor,IL-2 act,EPAC1 ag,aSyn yeast inh,PI5P4K alpha inh,Abeta rescue,PLK1 PBD inh,WRN inhibitor
O=S(=O)(c1ccccc1)n1c(C(O)c2ccccn2)cc2ccccc21 (stereo not drawn),-1%,28%,0.0,-12%,8%,11,20%,4%,-27%[57.1 µM]
COc1ccc(-n2c(=O)/c(=C\c3cccs3)s/c2=C(/C#N)C(=O)N2CCN(C)CC2)cc1,-11%,16%,9.1,-6%,0%,0,-7%,-16%,2%
CN(C)S(=O)(=O)Oc1cccc(C(=O)Nc2ccc(Cl)cc2)c1,3%,14%,-5.1,11%,-19%,0,-9%,2%,1%
O=C(C1=C[C@@H](C2CCCCC2)C[C@@H](OCCCCO)O1)N1CCOCC1,-5%,-13%,0.4,-5%,2%,2,3%,3%,1%
CCCCn1c(-c2cccc(C)c2)nc2cc3[nH]c(=O)c(C(C)C)nc3cc21,-7%,10%,-0.4,-9%,-1%,-5,-3%,3%,-5%
Cc1cc(NC(=O)CC(CN(C)S(=O)(=O)c2ccccc2)c2ccccc2)no1 (stereo not drawn),-17%,25%,-2.1,-21%,-1%,0,5%,-13%,-7%
COc1ccccc1NC(=O)CSc1ccc2nnc(-c3cccnc3)n2n1,16%,-7%,-2.8,-8%,6%,-1,-16%,-2%,-1%
O=C(c1ccccc1)c1cc(-c2ccccc2)on1,-5%,-5%,-0.2,0%,-29%,14,-15%,0%,5%
CCc1ccc(NC(=O)C2CCN(C(=O)[C@@H]3Cc4ccccc4CN3)CC2)cc1,-4%,13%,-3.0,-17%,0%,0,2%,-6%,4%
CCCN(C(=O)CSCc1ccc(C)cc1)c1c(N)n(Cc2ccccc2)c(=O)[nH]c1=O,-17%,12%,0.2,-4%,5%,-19,-5%,-13%,5%
O=C(CCCn1c(=S)[nH]c2ccc(Br)cc2c1=O)NCc1ccccn1,0%,27%,-1.8,9%,0%,-3,2%,-56%,0%
O=C(c1cn(-c2ccccc2)nc1-c1ccncc1)n1nnc2ccccc21,3%,44%,-2.5,3%,-4%,-1,-17%,?,-7%
Cc1cc(NC(=O)c2cc([N+](=O)[O-])cc([N+](=O)[O-])c2C)no1,2%,-6%,5.5,-7%,3%,-29,-6%,-13%,-17%
NS(=O)(=O)c1ccc(NC(=O)CSc2ccccc2)cc1,-2%,-26%,-1.5,12%,3%,-4,-3%,0%,0%
O=C(OCC#CCSc1nnc(-c2ccccc2)o1)c1cc2ccccc2o1,5%,18%,-1.1,-3%,-6%,7,-4%,1%,-11%
O=C(COc1ccc([N+](=O)[O-])cc1)Nc1ccc(CN2CCOCC2)cc1,-21%,-25%,-1.7,6%,-4%,-5,-2%,-11%,-6%
CCCN1CCN(c2ncnc3c2nnn3Cc2ccccc2)CC1,-8%,10%,1.5,1%,-9%,-1,4%,-7%,-9%
COc1ccc(S(=O)(=O)CCC(=O)O)cc1,12%,-20%,0.5,-11%,5%,-4,1%,2%,-1%
Cc1cccc(N=Nc2c(C)[nH]n(-c3ccccc3)c2=O)c1,-13%,0%,5.2,7%,-7%,10,4%,-5%,3%
O=C1N/C(=C\c2ccc(N3CCOCC3)c(F)c2)C(=O)N1Cc1ccccc1,7%,20%,-1.4,2%,-1%,·,-10%,0%,-4%
CCC(c1nnnn1CC1CCCO1)N(CCCO)Cc1cc2cccc(C)c2[nH]c1=O (stereo not drawn),3%,21%,-2.5,-5%,8%,6,2%,-4%,14%
CCC(C)[C@H](NC(=O)N1CC(=O)Nc2ccccc21)C(=O)N[C@@H](Cc1c[nH]c2ccccc12)C(=O)O (stereo partly drawn),-3%,-15%,0.6,-27%,-4%,2,-20%,-3%,4%
Cc1cc(NC(=O)c2ccc3c(c2)C(=O)N(C2CCCCC2)C3=O)no1,12%,2%,0.2,-9%,4%,-3,-6%,-2%,2%
COC(=O)CN1CCN(C(=O)c2ccco2)CC1,17%,0%,-0.5,-3%,-1%,-2,-8%,-1%,8%
COC(=O)C1CC(C(=O)OC)C2C(C(=O)OC)CC(C(=O)OC)C12 (stereo not drawn),4%,-24%,0.2,17%,-14%,0,-8%,1%,4%
Cc1ccccc1C(=O)Nc1nnc(SC(C)C)s1,-18%,-15%,-0.1,-2%,1%,6,14%,-12%,0%
Cc1cccc(NC(=O)CCCN2C(=O)C3CC=CCC3C2=O)c1 (stereo not drawn),8%,15%,-1.4,1%,-3%,-3,19%,-4%,-8%
COc1cccc(CNc2ccc(N3CCCCC3)cc2)c1OC,6%,?,-1.5,-8%,-1%,1,2%,-14%,-8%
COc1ccc(N=Cc2oc3ccc4ccccc4c3c2O)cc1,-14%,5%,2.0,-4%,-5%,1,0%,-8%,-15%[11.6 µM]
CCCc1nnc(SCC(=O)NC2CCCC2)n1CCOC,20%,-3%,1.8,11%,2%,-3,6%,-1%,7%
CCCC(=O)Nc1ccc(C(=O)NNC(=O)c2ccco2)cc1,4%,18%,-3.5,10%,-1%,·,9%,-13%,-4%
CCOc1ccccc1CN1CCN(Cc2ccc(C)o2)CC1CCO (stereo not drawn),-5%,-7%,-3.8,-9%,0%,1,-3%,1%,-1%
COc1ccc(NC(=O)CSc2nc(C)cs2)c(OC)c1,3%,-6%,0.2,-8%,3%,-1,?,5%,-4%
OC(COCc1ccccc1)CN1CCCC1 (stereo not drawn),3%,-1%,0.6,-2%,1%,·,4%,-6%,2%
O=C(NCC1CC1)C1(C(F)(F)F)CC(CCc2ccccc2)CCCO1 (stereo not drawn),-25%,-9%,-0.1,-26%,2%,13,2%,4%,-3%
O=C1Nc2ccccc2C1Cc1ccc(OC(F)(F)F)cc1 (stereo not drawn),-3%,-4%,1.6,-13%,4%,21,?,-10%,-1%
CC(C)n1cc(CN2CCN(CCc3ccccc3)C(CCO)C2)cn1 (stereo not drawn),-2%,10%,2.7,-6%,-1%,-7,-8%,-7%,4%
Cc1cc(OCC(=O)Nc2nccs2)c2c(C)cc(=O)oc2c1,-1%,-14%,-0.7,2%,-1%,0,5%,-2%,1%
Cc1c(C(=O)c2ccc(F)cc2)c2ccccn2c1CCc1ccccn1,-10%,19%,1.3,10%,0%,3,-24%,-12%,-2%
CC(C)N1CC(C(=O)Nc2ccc(F)c(Cl)c2)CC1=O (stereo not drawn),1%,-17%,0.2,16%,8%,8,16%,0%,-7%
O=C(COc1ccc([N+](=O)[O-])cc1)Nc1cccc(C(=O)Nc2ccccc2C(=O)O)c1,?,-3%,0.5,-10%,-3%,?,7%,-13%,-9%
O=C(Cn1nc(C(=O)O)c2ccccc2c1=O)Nc1ccc(F)cc1F,31%[activator],7%,0.0,-3%,6%,-5,4%,-2%,5%
CC1CCN(C(=O)CSc2nnc(Cn3c(=O)sc4ccccc43)n2C)CC1,-11%,-24%,-1.7,-6%,-2%,-5,-1%,-3%,1%
COc1cc(N2C(=O)CC3(CCCC3)CC2=O)cc(OC)c1OC,-1%,6%,-0.9,6%,3%,-4,8%,0%,-6%
Clc1ccc(-c2n[nH]c3c2CCCC3)cc1,-16%,-3%,-2.1,0%,9%,4,15%,1%,-5%
Cc1c(Cl)c([N+](=O)[O-])nn1CC(=O)NC(C)c1ccccc1 (stereo not drawn),-6%,-14%,1.9,12%,2%,-1,-12%,-8%,5%
Cc1c(NC(=O)CN2C(=O)NC(CCc3ccccc3)C2=O)c(=O)n(-c2ccccc2)n1C (stereo not drawn),8%,-13%,-0.7,-1%,1%,-6,-8%,0%,-2%
S=c1[nH]nc(COc2ccccc2)n1/N=C/c1ccc(Cl)c(Cl)c1,0%,-13%,0.7,13%,0%,-1,10%,17µM*,6%
Nc1nc(N)nc(-c2ccc([N+](=O)[O-])o2)n1,4%,-16%,0.4,2%,-5%,-13,-2%,-3%,-10%
CC(=O)Nc1cccc(-c2ccnc3c2CC(C(=O)NCC2CC2)O3)c1 (stereo not drawn),-5%,-7%,-0.2,-16%,0%,-2,7%,-3%,-2%
Cc1cc(C)cc(Cn2cc(CN3CC(N4CCN(CCO)CC4)CS3(=O)=O)nn2)c1 (stereo not drawn),-9%,2%,0.9,10%,-5%,2,-18%,-10%,-3%
CCOC(=O)N1CCN(CC(O)COc2cc(C)ccc2C(C)C)CC1 (stereo not drawn),-6%,·,-0.2,-5%,6%,0,-6%,-13%,10%
CCOC(=O)/C=C1\CN(Cc2ccc(OC)cc2)S(=O)(=O)c2ccccc21,-11%,?,0.2,-11%,11%,3,0%,-1%,-3%

# High-throughput results from PubChem.
